Pf apPOL inh: Pf-apPOL inhibitors, biochemical, fluorescence; Recombinant Pf-apPOL, molecular beacon fluorescence, 1.5 h; inhibition, % at 10 µM; Plasmodium falciparum apicoplast DNA polymerase (apPOL); 0.25% of 210,000 active; AID 1794808, 2022
mHTT CaM bind: mutant huntingtin-calmodulin interaction inhibitors – biochemical, AlphaScreen, primary screen. AlphaScreen His-mHTT/GST-CaM binding, luminescence. inhibition, % at 15 µM. 3.6% of 190,000 active. AID 1671202, 2021;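 further: 0% = both proteins with DMSO and 100% = one protein alone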
An asterisk follows results filed as active. No stated cut-off is given here; in the data, active means inhibition above about 50%; inactive means the rest. These rows are one share of the data (hit frequency here may not be typical).

SMILES	Pf apPOL inh	mHTT CaM bind
COc1ccc(C)cc1Nc1nc(C)nc2sc(C)cc12	-18	-7
CC(=O)NCCc1csc(C2CCN(C(=O)c3cccc(C)c3)CC2)n1	-4	2
Cn1c(=O)c2c(ncn2CC(=O)Nc2ccccc2S(C)(=O)=O)n(C)c1=O	-9	-8
Cc1ccc(NC(=O)C(=O)Cc2ccc([N+](=O)[O-])cc2)c(C)c1	-1	-8
Cc1ccc(C)c(NC(=O)CN(c2ccc(Cl)c(Cl)c2)S(C)(=O)=O)c1	-38	-4
Cc1ccc(CNC(=O)C2(C)CCCN(C(=O)Nc3ccccc3Br)C2)cc1 (stereo not given)	-2	-5
CN1OCC(S(=O)(=O)NCC2CC2)C1c1ccc(Cl)cc1 (stereo not given)	-6	-16
COc1cccc(C2=NOC(C(=O)Nc3cc(C)ccc3O)C2)c1 (stereo not given)	-1	11
CCc1ccc(Sc2cc(C(=O)NCCCN3CCOCC3)c3ccccc3n2)cc1	-18	41
Cc1nc2cccnc2[nH]c1=O	3	0
Cc1sc(NC(=O)C2CC=CCC2C(=O)O)c(C#N)c1C (stereo not given)	2	-1
COc1cc(C)c(C)cc1S(=O)(=O)N1CCC2(CC1)OCCS2	-6	-20
CNC(=O)Cc1csc(NC(=O)C2COCC(=O)N2Cc2ccccc2)n1 (stereo not given)	0	-2
CN(C)c1ccc(CNC(=O)C2CCN(c3cncnc3N(C)C)CC2)cc1	-7	11
NC1CCCc2c1[nH]c1ccc([N+](=O)[O-])cc21 (stereo not given)	3	12

Structural class: those above with a nitro group on carbon
SMILES	Pf apPOL inh	mHTT CaM bind
Cc1ccc(NC(=O)C(=O)Cc2ccc([N+](=O)[O-])cc2)c(C)c1	-1	-8
NC1CCCc2c1[nH]c1ccc([N+](=O)[O-])cc21 (stereo not given)	3	12

Random excerpt: 5 compounds from above
SMILES	Pf apPOL inh	mHTT CaM bind
COc1cccc(C2=NOC(C(=O)Nc3cc(C)ccc3O)C2)c1 (stereo not given)	-1	11
Cc1sc(NC(=O)C2CC=CCC2C(=O)O)c(C#N)c1C (stereo not given)	2	-1
Cn1c(=O)c2c(ncn2CC(=O)Nc2ccccc2S(C)(=O)=O)n(C)c1=O	-9	-8
NC1CCCc2c1[nH]c1ccc([N+](=O)[O-])cc21 (stereo not given)	3	12
CN(C)c1ccc(CNC(=O)C2CCN(c3cncnc3N(C)C)CC2)cc1	-7	11
